Bioassay records: PubChem BioAssay, NCI
All columns: NCI-60 one-dose screen, growth in % after 48 h at 10 µM unless noted; 100 = growth as untreated, 0 = no growth, -100 = all killed.
OVCAR-3 – OVCAR-3 ovarian cancer. 79,000 tested, 7% active
NCI-H522 – NCI-H522 lung cancer | 78,000 tested, 8% active
NCI/ADR-RES – NCI/ADR-RES ovarian cells; 81,000 tested, 4.4% active
NCI-H322M – NCI-H322M lung cancer | 80,000 tested, 2.7% active | AID 1794733
NCI-H23 – NCI-H23 lung cancer; 80,000 tested, 4% active; AID 1794731
NCI-H226 – NCI-H226 lung cancer; 79,000 tested, 3.5% active
OVCAR-5 – OVCAR-5 ovarian cancer; 82,000 tested, 2.9% active; AID 1794783
OVCAR-8 – OVCAR-8 ovarian cancer; 81,000 tested, 4.4% active; AID 1794782
NCI-H460 – NCI-H460 lung cancer; 82,000 tested, 6.8% active; AID 1794736
Starred values were filed as active, the others as inactive; · = no result given; & = joins results of further samples; [ ] = dose if it differs, or a comment. Rule for the calls: active = growth percent below 10; inactive = the rest.

SMILES	OVCAR-3	NCI-H522	NCI/ADR-RES	NCI-H322M	NCI-H23	NCI-H226	OVCAR-5	OVCAR-8	NCI-H460
CC(/C=c1\sc2nc3ccccc3n2c1=O)=C\c1ccccc1	119	100	108	91	·	91	111	107	103
COc1ccc(C(=O)N/N=C/c2cc(C(F)(F)F)ccc2Cl)cc1	108	82	91	·	81	82	95	102	100
CCN(CC)CC(O)c1ccc2ccc3ccc(O)cc3c2c1 (centres undefined)	114	87	94	92	95	97	90	98	99
COc1cccc(-c2nn(-c3ccccc3)cc2-c2ccnc(NCCCNS(=O)(=O)c3ccc(Br)cc3)c2)c1	59	54	42	74	53	52	88	48	44
CN(C)CCN(C)CC(C)(C)C(=O)/C=C/c1ccc(Cl)c(Cl)c1	-98*[100 µM]	-89*[100 µM]	-47*[100 µM]	-98*[100 µM]	-83*[100 µM]	-64*[100 µM]	-93*[100 µM]	-87*[100 µM]	-73*[100 µM]
COc1ccc(/C(O)=C2\C(=O)C(=O)N(Cc3cccnc3)C2c2ccncc2)cc1C (centres undefined)	108	100	105	110	108	86	92	99	116
O=C(O)c1cccc(Oc2ccc(C(=O)O)c([N+](=O)[O-])c2)c1	106	90	94	96	93	94	88	98	91
C=C(C)[C@@H]1CC[C@]2(C(=O)OCCCC[P+](c3ccccc3)(c3ccccc3)c3ccccc3)CC[C@]3(C)[C@H](CC[C@@H]4[C@@]5(C)CC[C@H](OC(=O)C(Cl)Cl)C(C)(C)[C@@H]5CC[C@]43C)[C@@H]12	-43*	-38*	53	2.8*	-16*	-78*	-1.7*	-1.5*	-41*
O=C1c2cc3c(cc2-c2c1c1cc(F)c(F)cc1c(=O)n2CCCn1ccnc1)OCO3	-7.2*	-27*	7.0*	15	-11*	-59*	2.2*	12	-26*
O=C(CCCNc1ncnc2c1ncn2-c1ccccc1)NC1CCCCC1	109	93	100	102	106	93	102	95	106
CCCCCCCC(=O)SCC/C=C/[C@@H]1CC(=O)NCc2cccc(n2)C2=N[C@@](C)(CS2)C(=O)N[C@@H](C(C)C)C(=O)O1	-27*	-13*	6.5*	-5.8*	2.2*	-9.0*	6.8*	7.6*	5.9*
Nc1ccc(OS(=O)(=O)c2ccccc2)cc1	112	96	100	100	99	95	100	103	104
Cc1ccc(-c2cc(Cc3cccs3)c(=O)n(CN3CCN(C)CC3)n2)cc1C	109	89	96	116	109	95	97	98	110
COc1ccc(OC)c(-n2cc(C#N)c(N)c2C(=O)c2cc(OC)c(OC)c(OC)c2)c1	125	94	101	97	97	101	103	110	108
C=CC[C@@H](C[C@@H](C)CC[C@H]1O[C@]1(C)C(O)CC(=C)C(C)C)OC(C)=O (some centres undefined)	100	100	96	91	100	95	108	107	100
N#C/C(=C\Nc1ccccn1)C(=O)c1ccccc1	111	95	103	103	103	100	113	98	107
CNC(=O)c1cc(N2CCc3cc(NC(=O)Nc4ccc(Cl)c(C(F)(F)F)c4)ccc32)ccn1	52	50	55	87	56	77	106	63	38
Fc1ccc(Nc2csc(Nc3cnccn3)n2)cc1	105	91	106	95	100	88	94	104	107
COc1ccc(/C=C/C(=O)c2cccc(OCC(=O)O)c2)cc1	116	100	104	103	·	108	109	102	107
CC(=O)c1cc(C)c(C)cc1C	72	98	98	101	88	102	106	101	104
Brc1ccc(Nc2nc3ccccc3s2)cc1	105	99	111	117	113	109	112	107	100
COC(=O)C1=NNCC1C(=O)OC (centres undefined)	107	94	105	97	101	106	106	101	105
CCCCCCCCOc1cccc(S(=O)(=O)Nc2ccc(C)cc2C(=O)O)c1	102	86	98	94	96	98	114	96	98
CC(=O)N[N+](C)(C)C	112	102	120	115	118	94	96	102	107
O=C(Cn1nnc2ccccc21)N/N=C/c1cc2ccccc2[nH]1	99	84	94	86	91	93	106	91	99
Next part.
SMILES	OVCAR-3	NCI-H522	NCI/ADR-RES	NCI-H322M	NCI-H23	NCI-H226	OVCAR-5	OVCAR-8	NCI-H460
CCCCCC(C(=O)OCC)C(=O)OCC	93	111	102	128	98	104	93	122	107
CCCCCCCCCCCCOCCNCC(=O)Nc1ccc(S(=O)(=O)c2ccc(NC(=O)CNCCOCCCCCCCCCCCC)cc2)cc1	108	80	100	107	98	91	100	106	106
CCOc1ccc(/C=C/C(=O)c2ccccc2)cc1	94	77	105	132	106	114	106	96	103
O=S(=O)(NCCCNc1nccc(-c2c(-c3cccc(F)c3)nc3occn23)n1)c1cccc2ccccc12	56	51	48	65	64	36	67	42	19
COc1ccc(C(CC(=O)O)c2cc(OC)c(OC)c(OC)c2)cc1OC (centres undefined)	107	96	94	101	97	·	99	103	110
Cc1ccc(-c2csc(NC(=O)N3CCN(c4cc5c(cc4F)c(=O)c(C(=O)O)cn5C4CC4)CC3)n2)cc1	7.6*	-5.1*	22	9.1*	4.8*	15	23	7.7*	20
Cc1[nH]c(/C=C/C(=O)c2ccc(C(F)(F)F)c(F)c2)c(C)c1C(=O)N1CCOCC1	102&98	84&76	97&96	95&102	92&96	85&92	100&100	99&96	102&101
Nc1ccnc(=S)[nH]1	100	86	99	99	94	102	93	105	·
Clc1ccc(C(=Cc2ccccc2)c2ccc(Cl)cc2)cc1	104	85	96	·	94	99	102	105	108
c1ccc2cc(OCNCOc3ccc4ccccc4c3)ccc2c1	124	87	85	93	89	90	111	87	93
COc1ccc2c(c1OC)C(=O)OC2CC(=O)c1ccc(O)cc1O (centres undefined)	113	96	115	97	106	103	110	105	108
O=C(/C=C/c1cc2ccc1CCCCc1ccc(cc1)CCCC2)c1ccc(NC(=O)c2ccccc2CN2C(=O)c3ccccc3C2=O)cc1	100	91	95	95	97	96	95	98	105
COc1ccc(-c2nc3ccccn3c2N)cc1	118	89	105	107	99	·	111	108	106
CCOc1ccccc1N1C(=O)CSC1=S	101	71	108	104	101	108	118	101	92
O=C(CC1(O)C(=O)N(Cc2ccc(F)cc2)c2ccccc21)c1cccs1 (centres undefined)	91	81	103	99	104	104	103	·	107
CC1(C)O[C@@H]2CC3C4CCC5=CC(=O)C=C[C@]5(C)[C@@]4(F)[C@@H](O)C[C@]3(C)[C@]2(C(=O)CO)O1 (some centres undefined)	123	102	90	99	103	73	·	95	98
CC1CCCCN1CCCNC(=O)c1ccc(N)cc1 (centres undefined)	110	106	94	85	88	91	103	105	96
COc1ccc(NC(=O)Nc2ccc(OCCCCCC(=O)NO)cc2)cc1	103	68	100	95	98	100	113	88	96
CCSc1nc(C)c(C)c(=O)[nH]1	104	106	101	124	100	111	98	102	107
CCOC(=O)/C=c1\sc2n(c1=O)NC1C(N=2)N(CC)C(=O)N1CC (centres undefined)	122	94	102	99	104	103	103	101	115
COc1ccc(-c2oc(=O)ccc2-c2cc(OC)c(OC)c(OC)c2)cc1O	-59*	-0.1*	29	42	49	64	36	23	4.0*
N#CCc1c[nH]c2ccc([N+](=O)[O-])cc12	105	98	105	101	108	104	101	99	109
COc1ccc2nc(-n3nc(C)cc3C)c(-n3nc(C)cc3C)nc2c1	126	100	100	·	97	·	103	126	108
CC(=O)OCC1C(C)CCC(C)C1COC(C)=O (centres undefined)	102	·	105	90	108	97	111	99	104
CCCCCCc1cn(C(C)c2ccc(OC3CCCC3)c(OC)c2)nn1 (centres undefined)	96	81	87	80	91	·	103	97	99

A draw from above in order of molecular weight, highest first.
SMILES	OVCAR-3	NCI-H522	NCI/ADR-RES	NCI-H322M	NCI-H23	NCI-H226	OVCAR-5	OVCAR-8	NCI-H460
CCCCCCCCCCCCOCCNCC(=O)Nc1ccc(S(=O)(=O)c2ccc(NC(=O)CNCCOCCCCCCCCCCCC)cc2)cc1	108	80	100	107	98	91	100	106	106
COc1ccc(C(CC(=O)O)c2cc(OC)c(OC)c(OC)c2)cc1OC (centres undefined)	107	96	94	101	97	·	99	103	110
Clc1ccc(C(=Cc2ccccc2)c2ccc(Cl)cc2)cc1	104	85	96	·	94	99	102	105	108
CC1CCCCN1CCCNC(=O)c1ccc(N)cc1 (centres undefined)	110	106	94	85	88	91	103	105	96
CC(=O)OCC1C(C)CCC(C)C1COC(C)=O (centres undefined)	102	·	105	90	108	97	111	99	104
COc1ccc(-c2nc3ccccn3c2N)cc1	118	89	105	107	99	·	111	108	106
Nc1ccnc(=S)[nH]1	100	86	99	99	94	102	93	105	·

Remaining list, next part:
SMILES	OVCAR-3	NCI-H522	NCI/ADR-RES	NCI-H322M	NCI-H23	NCI-H226	OVCAR-5	OVCAR-8	NCI-H460
COc1ccc(C(=O)CCN2CCC3CCC(C3)C2)cc1 (centres undefined)	102	91	111	·	118	·	105	113	110
C[N+]1(CC2CO2)CCCCCC1 (centres undefined)	104	107	113	107	110	99	96	106	106
Nc1nc(SCC2(CCl)COC2)c2ncn(CC3(CCl)COC3)c2n1	111	86	112	99	101	104	109	95	104
COc1cc(-c2noc([C@H](C)NS(=O)(=O)c3ccc(C)cc3)n2)cc(OC)c1OC	111	92	102	95	97	99	102	104	106
COc1cc(/C=C/c2nnc(-c3cc(C)[nH]n3)o2)cc(OC)c1OC	119	102	95	109	95	102	108	97	105
O=C(Nc1ccccc1)Nc1ccc(C(=O)/C=C2\C(=O)Nc3ccccc32)cc1	87	84	102	100	94	93	106	88	94
COc1ccc2c(c1)CC[C@@H]1[C@@H]2CC[C@]2(C)C(=O)C(=[N+]=[N-])C[C@@H]12	112	87	102	108	102	104	104	88	98
COc1ccc([N+](=O)[O-])cn1	108	101	106	106	98	105	98	108	111
Cc1ccc(-c2nc(/C=C3/C(=O)Nc4ccccc43)c3ccccn23)cc1	119	58	76	88	73	89	80	82	41
Clc1ccc(-c2nnc(CNc3ccccn3)o2)cc1	106	93	105	102	91	94	105	98	96
O=S(=O)(O)c1ccc(-c2ccccc2)cc1	122	82	103	111	99	101	103	99	100
COc1cc2c(c(OC)c1OC)C1(NCC2)C(=O)Nc2ccc(Cl)cc21 (centres undefined)	91	89	98	92	99	87	100	92	83
Cc1ccc(O)c(C2C=CCC2)c1 (centres undefined)	123	102	105	103	101	102	112	126	107
Cc1cccc(OCC(O)CN2CCCCC2)c1 (centres undefined)	123	114	99	115	93	101	105	116	104
OCC[C@H]1C[C@H]1c1ccoc1	109	100	109	112	99	105	97	102	103
COc1nc(N)nc(Cl)n1	115	80	105	95	112	106	112	107	106
COCCCN=C(N)c1ccc(NC(=O)c2ccc(C(=O)Nc3ccc(C(N)=NCCCOC)cc3)cc2)cc1	154	98	112	91	82	91	110	106	102
N#Cc1ccc(-c2nn(-c3ccc(C(=O)O)cc3)cc2CNc2ccccc2)cc1	88	92	103	99	96	100	115	97	88
